PvdQ acylase: P. aeruginosa PvdQ acylase inhibition. purified PvdQ acylase, fluorescence plate reader. inhibition, % at 10 µM. actives 0.063% (n = 340,000). AID 488965; in the data active means inhibition above about 30%, passing the limit was not always enough; inconclusive means no clear call, values can overlap the other calls;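 further: 0% = vehicle neutral wells and 100% = reference inhibitor wells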
HTR5A inv ag: counter-screen for OPRM1-OPRD1 inverse agonists: human HTR5A inverse agonism; HTR5A cell line, luminescence; inhibition, % at 9.3 µM; actives 0.083% (n = 340,000); AID 504634; in the data active means inhibition mostly above about 23%, no sharp cut-off; inactive means mostly below about 18%;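 further: 0% = cells with DMSO and 100% = no-cell wells with DMSO; some compounds called inactive have numbers as strong as hits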
SR-BI DiI inh: mouse SR-BI HDL lipid transfer inhibition; ldlA[mSR-BI] CHO cells, DiI-HDL uptake fluorescence, 3 h; AID 488896; actives 0.96% (n = 320,000); inhibition, % at 12.5 µM; Q61009;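 active means mean replicate inhibition of at least 70% and a set share of replicates each scoring 70 or more; inconclusive means meets just one of the two criteria; inactive means fails both criteria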;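 further: 0% = median of neutral control wells and 100% = median of positive control wells; values of inactives mirror those of a sister screen read the other way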
MITF TRPM1 HTS: MITF TRPM1 promoter activation in melanoma cells; actives 0.75% (n = 300,000); activation, % at 12.5 µM; SK-MEL-5 TRPM1-promoter luciferase, 24 h; % of positive control, neutral wells = 0; AID 588334;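 active means mean activation of at least 80% with every replicate also reaching 80%; inconclusive means mean reaches 80% but some replicate falls short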;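 further: 0% = neutral control wells and 100% = parthenolide positive control wells; values of inactives mirror those of a sister screen read the other way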
dFosB act: enhances mouse delta FosB homodimer DNA binding; P13346; purified delta FosB, TAMRA-CDK5 oligo fluorescence polarization; percent of positive-control signal above neutral wells; activation, % at 25 µM; actives 0.99% (n = 340,000); AID 493131;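 active means mean activation above about 17%, with every replicate also reaching it, limit read from the data, passing the limit was not always enough; inconclusive means only one of the two conditions met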;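 further: fluorescence polarization rise as delta FosB binds a TAMRA Cdk5 AP-1 oligo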
Target sequence (P13346 whole entry, looked up): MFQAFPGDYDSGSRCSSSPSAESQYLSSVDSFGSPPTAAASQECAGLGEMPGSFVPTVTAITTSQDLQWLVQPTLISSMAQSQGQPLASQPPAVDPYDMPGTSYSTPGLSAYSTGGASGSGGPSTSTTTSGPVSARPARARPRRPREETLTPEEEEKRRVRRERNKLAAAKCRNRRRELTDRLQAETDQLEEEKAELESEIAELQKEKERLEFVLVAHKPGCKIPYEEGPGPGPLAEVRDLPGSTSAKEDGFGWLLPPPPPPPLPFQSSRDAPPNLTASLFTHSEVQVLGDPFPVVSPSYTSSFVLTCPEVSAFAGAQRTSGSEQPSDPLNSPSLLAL
HTR5A ag ctr: HTR5A agonism, opioid heterodimer counter-screen | HTR5A agonist assay, luminescence, cell-based | actives 0.61% (n = 340,000) | activation, % at 9.3 µM | AID 504692; in the data active means activation mostly above about 9.5%, no sharp cut-off; inactive means mostly below about 7.6%;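 further: 0% = cells with vehicle only and 100% = reference agonist; strong numbers were not always called active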
CDK5 p35 inh: blocks human CDK5/p35 kinase activity; actives 0.01% (n = 330,000); inhibition, % at 10 µM; Q00535+Q15078; AID 488839; Recombinant CDK5/p35, ADP-Glo luminescence, 60 min;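 active means highest replicate inhibition of at least 50% and at least 75% of replicates reaching 50%; inconclusive means only one of the two criteria met; inactive means both criteria failed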;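 further: plate controls were DMSO neutral control for no effect and GW8510 at 10 µM for full effect; many of its hits are not listed in these tables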
Target sequence (Q00535 whole entry, looked up): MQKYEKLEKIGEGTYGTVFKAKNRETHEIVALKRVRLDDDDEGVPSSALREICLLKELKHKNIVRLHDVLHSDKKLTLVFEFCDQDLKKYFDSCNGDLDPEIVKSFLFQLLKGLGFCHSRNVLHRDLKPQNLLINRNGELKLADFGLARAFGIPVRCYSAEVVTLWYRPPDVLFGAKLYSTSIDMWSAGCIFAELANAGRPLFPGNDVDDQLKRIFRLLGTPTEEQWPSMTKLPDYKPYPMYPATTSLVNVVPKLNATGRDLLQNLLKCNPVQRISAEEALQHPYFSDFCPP
Target sequence (Q15078 whole entry, looked up): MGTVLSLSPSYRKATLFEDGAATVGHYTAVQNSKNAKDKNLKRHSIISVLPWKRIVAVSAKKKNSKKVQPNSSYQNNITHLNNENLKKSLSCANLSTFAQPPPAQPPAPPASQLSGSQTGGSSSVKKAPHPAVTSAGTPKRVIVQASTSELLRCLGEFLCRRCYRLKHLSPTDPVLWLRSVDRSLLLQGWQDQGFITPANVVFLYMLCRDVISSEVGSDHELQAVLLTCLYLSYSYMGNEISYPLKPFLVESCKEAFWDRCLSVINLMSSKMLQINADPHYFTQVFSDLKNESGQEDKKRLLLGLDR
V-ATPase pH: alters yeast V-ATPase proton transport | S. cerevisiae, pHLuorin cytosolic pH fluorescence | actives 0.37% (n = 350,000) | response, % at 10 µM; in the data active means response mostly above about 7.3%, no sharp cut-off; inactive means mostly below about 5.4%; further: actives read high; inactives centre near 0; some compounds called inactive have numbers as strong as hits; reference of the scale not given here
NSD2 HMT inh: inhibitors of human histone methyltransferase NSD2. AID 743445. inhibition, % at 12.5 µM. actives 0.54% (n = 310,000). NSD2 peptide methylation, AlphaScreen, 120 min; in the data active means inhibition above about 50%
Wnt act: activators of Wnt/beta-catenin signaling; Wnt/beta-catenin reporter cell assay, activator, plate reader; activation, % at 9.35 µM; actives 1.2% (n = 300,000); in the data active means activation above about 30%, passing the limit was not always enough; inconclusive means no clear call, values can overlap the other calls;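 further: 0% = neutral control wells and 100% = positive control wells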
Starred values were filed as active, the others as inactive; ? = inconclusive; . = not tested or not shown.

SMILES | PvdQ acylase | HTR5A inv ag | SR-BI DiI inh | MITF TRPM1 HTS | dFosB act | HTR5A ag ctr | CDK5 p35 inh | V-ATPase pH | NSD2 HMT inh | Wnt act
CCOc1ccc2[nH]c(=O)c(CN(CCO)C(=O)c3ccc(OC)c(OC)c3)cc2c1 | -2.1 | 7.7 | 27.0 | -2.3 | -5.7 | -2.4 | -2.6 | -3.1 | 10.9 | .
Cc1cccc(NC(=O)CCN2CCCC(C)C2)c1 (centres undefined) | -7.9 | -17.6 | -20.7 | . | 0.6 | 4.8 | -0.2 | -4.2 | 1.0 | -0.7
CCOC(=O)c1c(NC(=O)CSc2ncccn2)sc2c1CCN(Cc1ccccc1)C2 | -12.2 | -16.7 | 47.1 | 7.5 | -8.0 | -1.8 | -1.4 | -2.1 | -1.7 | 8.5
CSc1ncccc1C(=O)OCC(=O)c1cc(C)n(C)c1C | -9.3 | 6.9 | 6.0 | 91.7* | -5.4 | -2.8 | -0.7 | -1.1 | 0.9 | 53.5*
Cc1ccc(S(=O)(=O)N2CCN(C(=O)COC(=O)c3cccnc3Cl)CC2)c(C)c1 | -11.8 | -8.6 | 1.3 | 2.9 | -2.4 | 3.5 | -4.6 | 12.7* | -2.1 | -0.5
Cn1cnnc1SCC(=O)Nc1ccc(F)cc1F | 9.0 | -11.2 | -2.4 | -7.1 | -3.4 | 4.3 | -1.1 | -0.6 | -0.3 | 0.8
C/C(O)=C(\C#N)c1nc2ccccc2[nH]1 | -5.7 | -16.6 | -32.9 | 4.1 | 2.8 | 5.9 | 1.3 | -5.7 | 2.0 | .
Cc1ccc(Cn2c(N3CCN(CCO)CC3)nc3c2c(=O)n(C)c(=O)n3C)cc1 | -5.2 | 9.2 | -34.6 | 0.2 | 0.0 | -3.3 | 0.9 | 2.7 | -2.3 | -1.2
Cc1ccc(S(=O)(=O)N(C)c2nonc2C)cc1 | -16.5 | 16.7 | -4.6 | 12.5 | 5.5 | 7.6 | 1.6 | -3.9 | -5.3 | .
COc1ccc(NC(=S)N2CCN(Cc3ccccc3)CC2)c(OC)c1 | -3.8 | -9.6 | -16.1 | 7.3 | -5.5 | 2.9 | -2.4 | . | -0.7 | -8.3
O=C(N/N=C/c1cccnc1)C(O)c1ccccc1 (centres undefined) | 1.4 | -18.1 | -35.3 | 12.5 | 3.5 | 6.8 | -1.3 | 1.9 | -1.3 | -1.4
CCc1nnc(NC(=O)COc2ccc([N+](=O)[O-])cc2)s1 | -2.0 | -3.5 | -12.9 | -6.8 | 4.2 | 3.2 | -1.3 | 0.6 | -0.1 | -0.6
CCC(C)NCCC(=O)Nc1ccc(Cl)c(S(=O)(=O)Nc2ccc(Cl)cc2)c1 (centres undefined) | -7.9 | -3.1 | 4.4 | 0.9 | -3.2 | 1.1 | 0.0 | -1.4 | 25.1 | 0.8
Cc1cc(C)cc(N(CC(=O)NCc2ccco2)S(=O)(=O)c2ccccc2)c1 | 0.8 | -23.3 | . | 5.7 | 2.4 | 1.5 | -2.6 | -3.0 | 2.5 | 0.3
CN(C)C(/C=C/Nc1ccc(Br)cc1)=C(C#N)C#N | -8.6 | 2.2 | -8.9 | -19.0 | -1.4 | -0.8 | 0.7 | -1.8 | 0.2 | 2.2
CN(/N=C/c1c[nH]c2ccccc12)c1cnn(-c2ccc(F)c(Cl)c2)c(=O)c1Cl | -7.1 | 10.4 | -6.6 | -20.1 | -3.3 | 5.2 | 2.2 | -0.1 | -0.9 | .
Cc1ccc(CNC(=O)c2ccc(N3CCC4(CC3)CC(c3ccccc3)=NO4)c(NC(=O)c3ccccc3)c2)cc1 | 6.5 | 9.5 | 0.0 | -2.3 | -5.0 | 4.4 | 0.2 | -0.6 | . | -1.3
Cc1ccc(NC(=O)COC(=O)c2ccc(F)cc2Cl)c(Br)c1 | -3.6 | 16.4 | -15.2 | 2.8 | 0.4 | 1.9 | 0.5 | -1.8 | -3.4 | -0.1
COC(=O)c1ccc(Cn2nnc3c(=O)[nH]c(C4CCCN(S(=O)(=O)c5ccc(C)cc5)C4)nc32)cc1 (centres undefined) | -0.7 | 6.3 | -24.1 | 5.3 | 2.0 | 1.2 | -0.8 | 0.8 | 0.6 | -3.1
CNc1cncc(C(=O)O)c1 | -10.3 | 11.8 | -20.4 | -7.8 | 6.8 | 2.1 | -1.3 | 1.0 | 0.5 | -1.4
Cc1cc(C)cc(OCC(=O)NC(C)c2ccccc2)c1 (centres undefined) | -2.5 | 1.5 | -23.6 | -2.0 | -2.5 | -0.4 | 0.9 | -0.5 | -0.1 | -0.8
CCn1cc(C(=O)O)c(=O)c2cc(F)c(N3CCN(C(=S)NC(=O)c4ccc(Br)cc4)CC3)cc21 | -9.9 | . | 26.4 | 16.6 | -9.8 | . | 0.1 | -2.1 | 1.3 | -2.7
CCN(c1ccccc1)S(=O)(=O)c1ccc(OC)c(NC(=O)CNCCc2ccccc2)c1 | -1.3 | -1.6 | . | -9.0 | 15.6 | -1.5 | -0.5 | -0.7 | -0.7 | -6.3
COc1ccc(S(=O)(=O)Nc2ccccc2C(=O)N2CCOCC2)cc1OC | -3.3 | -8.8 | -1.1 | 6.0 | -8.0 | 3.3 | -2.4 | -1.4 | -2.4 | -0.3
Cc1cc(C)cc(NS(=O)(=O)c2csc(C(N)=O)c2)c1 | -4.3 | 4.0 | 14.8 | -19.3 | 8.9 | -1.1 | -0.4 | 0.9 | -1.1 | 5.6
CCN1CC2=C(OC(N)=C(C#N)C2c2cccs2)/C(=C/c2cccs2)C1 (centres undefined) | -9.6 | 3.8 | -8.4 | . | -8.0 | -1.5 | 0.4 | -3.1 | -2.2 | -7.5
Cc1cc(NC(=O)COC(=O)C(C)Oc2ccc(Cl)cc2Cl)no1 (centres undefined) | -0.5 | -11.9 | -2.9 | -1.7 | 2.7 | -3.9 | -1.7 | -3.4 | 2.2 | -0.9
Nc1nonc1-n1nnc(C(=O)N/N=C/c2cccc(Cl)c2)c1CSc1ccc(Cl)cc1 | 4.6 | 0.4 | -12.8 | -3.6 | 12.7 | -4.8 | -0.3 | -3.3 | -3.3 | 8.6
CC(C)(C)c1ccc(Cn2nnc3c(=O)[nH]c(C4CCCN(C(=O)c5cccs5)C4)nc32)cc1 (centres undefined) | -0.1 | -1.9 | 15.3 | 14.3 | -14.1 | 0.7 | -0.9 | -0.2 | 3.5 | 1.3
COc1ccc(-c2ccnc3c(Br)c(C)nn23)cc1 | -10.5 | -11.2 | 8.8 | 5.0 | -13.6 | 4.0 | 1.9 | 3.7 | -10.1 | -2.2
CC(=O)Nc1ccc(SCC(=O)NCC2(N3CCCCC3)CCCCC2)cc1 | -7.3 | -9.2 | -8.3 | -1.5 | -4.9 | 2.3 | 2.3 | 1.4 | -0.1 | -4.0
CSc1sc(C(=O)NC(=O)NCc2ccncc2)c(C)c1-c1ccon1 | 1.8 | -9.3 | 2.2 | . | -15.4 | 1.6 | 0.0 | -1.1 | 0.1 | -1.3
c1ccc(N2CCN(c3nc(-c4ccccn4)nc4ccccc34)CC2)cc1 | 8.2 | 1.9 | 15.8 | -22.6 | -6.5 | -2.7 | -2.9 | -1.8 | 35.1 | .
NS(=O)(=O)c1ccc(CCNC(=O)CSc2nc3ccsc3c(=O)n2CCCCC(=O)O)cc1 | -9.5 | 3.3 | -12.0 | 2.5 | -1.5 | -1.2 | 0.6 | 0.7 | -4.7 | -0.8
Cc1ccc(Cn2c(=N)n(CC(=O)c3ccccc3)c3ccccc32)cc1 | 0.9 | -60.8 | 3.3 | 4.0 | 30.3* | 21.4* | 0.3 | 6.4 | 1.8 | -2.8
COc1ccc(NC(=O)c2sc3nc(C)nc(N4CCN(c5ccccn5)CC4)c3c2C)cc1Cl | 4.0 | -9.1 | 32.1 | 19.9 | -1.2 | -1.1 | 0.3 | 0.4 | -1.3 | -1.3
COc1ccc(-n2c(Cc3cccn3C)nnc2SCC(=O)Nc2cccc(F)c2)cc1 | -0.9 | -13.4 | 22.7 | -11.0 | -10.7 | 4.8 | -0.8 | 2.5 | . | -3.1
C=C(C)C1CC=C(CN2CCC(O)CC2)CC1 (centres undefined) | 7.7 | -4.4 | -2.8 | -1.1 | -3.3 | -1.2 | -2.6 | -1.0 | -0.8 | .
CCOC(=O)N1CCN(S(=O)(=O)c2ccc(C)cc2)C1 | 2.0 | 14.2 | . | -4.0 | -1.2 | 1.2 | 0.0 | -2.1 | -4.2 | -0.3
CCC(C)(C)NC(=O)C(c1ccccc1)N(Cc1cccs1)C(=O)Cn1nnc2ccccc21 (centres undefined) | -12.6 | 0.4 | 34.3 | 1.9 | 1.2 | 6.0 | -0.9 | 1.8 | -3.6 | .
Cc1nc(NC2=NCN(Cc3cccnc3)CN2)nc2ccccc12 | -10.2 | -21.5 | -1.7 | . | 6.4 | -1.3 | -3.4 | -1.1 | 12.8 | -1.7
CCCCN(C)C(=O)c1nc2ccccn2c1CNCCCn1nnc2ccccc21 | -10.5 | 5.5 | -16.2 | 2.4 | -7.3 | -2.0 | 0.1 | -2.2 | -0.6 | -1.9
O=C(O)c1cccc2c1-c1c(cccc1[N+](=O)[O-])C2 | -2.5 | -9.7 | -19.5 | -13.5 | -3.7 | 2.7 | -2.9 | 2.1 | -0.2 | 1.8
CC(c1ccc(Cl)cc1)n1c(-c2ccc3ccccc3n2)n[nH]c1=S (centres undefined) | 9.8 | -0.3 | -23.1 | -2.8 | -5.3 | 2.0 | 0.3 | 1.8 | 4.2 | 1.1
C=CCOC(=O)C1=C(C)N=c2s/c(=C3\C(=O)N(CC(=O)O)c4ccccc43)c(=O)n2C1c1ccc(OC)cc1 (centres undefined) | -2.9 | 9.1 | 1.0 | -6.9 | -9.1 | -3.3 | 1.6 | -2.2 | 8.9 | 0.4
OC(COc1ccccc1)Cn1c2ccccc2c2ccccc21 (centres undefined) | -8.9 | -20.8 | . | 13.8 | -4.4 | 6.1 | -2.3 | 1.1 | -5.1 | .
O=C(CN(c1ccccc1)S(=O)(=O)c1ccccc1)NCCSc1ccccn1 | -7.8 | -8.5 | -9.5 | -5.3 | -6.2 | 3.2 | -1.8 | 1.9 | . | -7.9
CC(C)Cn1c(CN(C)Cc2ccccc2)nc2c1c(=O)n(C)c(=O)n2C | -7.8 | 2.4 | -18.2 | -10.2 | -4.8 | 5.5 | -0.4 | -0.3 | . | 0.3
O=C(Cc1cccc2ccccc12)Nc1ccc2c(c1)C(=O)NC2=O | -7.0 | -21.4 | 1.6 | -2.9 | ? | 0.3 | 1.3 | 0.1 | 0.6 | -7.6
CCc1cccc2c(C(=O)CSc3nncn3C)c[nH]c12 | -9.3 | -21.4 | 17.6 | 4.0 | 3.8 | 7.7 | -0.5 | 1.2 | -0.6 | 0.1

Printed as active in dFosB act (from the list above):
Molecule | PvdQ acylase | SR-BI DiI inh | MITF TRPM1 HTS | dFosB act | CDK5 p35 inh | V-ATPase pH | NSD2 HMT inh | Wnt act
Cc1ccc(Cn2c(=N)n(CC(=O)c3ccccc3)c3ccccc32)cc1 | 0.9 | 3.3 | 4.0 | 30.3* | 0.3 | 6.4 | 1.8 | -2.8

Compound activity: PubChem BioAssay, several laboratories
